# Anthrax LF inh2: Bacillus anthracis LF protease inhibitors, primary screen, biochemical, multiplex microsphere, MLPCN library; 0.12% of 360,000 active; AID 588501, 2011; Lethal factor (Bacillus anthracis), P15917; multiplex microsphere protease cleavage assay; inhibition, % at 10 µM; note: plate controls were buffer without enzyme for full effect and enzyme alone for no effect
# Target sequence (P15917 whole entry, looked up): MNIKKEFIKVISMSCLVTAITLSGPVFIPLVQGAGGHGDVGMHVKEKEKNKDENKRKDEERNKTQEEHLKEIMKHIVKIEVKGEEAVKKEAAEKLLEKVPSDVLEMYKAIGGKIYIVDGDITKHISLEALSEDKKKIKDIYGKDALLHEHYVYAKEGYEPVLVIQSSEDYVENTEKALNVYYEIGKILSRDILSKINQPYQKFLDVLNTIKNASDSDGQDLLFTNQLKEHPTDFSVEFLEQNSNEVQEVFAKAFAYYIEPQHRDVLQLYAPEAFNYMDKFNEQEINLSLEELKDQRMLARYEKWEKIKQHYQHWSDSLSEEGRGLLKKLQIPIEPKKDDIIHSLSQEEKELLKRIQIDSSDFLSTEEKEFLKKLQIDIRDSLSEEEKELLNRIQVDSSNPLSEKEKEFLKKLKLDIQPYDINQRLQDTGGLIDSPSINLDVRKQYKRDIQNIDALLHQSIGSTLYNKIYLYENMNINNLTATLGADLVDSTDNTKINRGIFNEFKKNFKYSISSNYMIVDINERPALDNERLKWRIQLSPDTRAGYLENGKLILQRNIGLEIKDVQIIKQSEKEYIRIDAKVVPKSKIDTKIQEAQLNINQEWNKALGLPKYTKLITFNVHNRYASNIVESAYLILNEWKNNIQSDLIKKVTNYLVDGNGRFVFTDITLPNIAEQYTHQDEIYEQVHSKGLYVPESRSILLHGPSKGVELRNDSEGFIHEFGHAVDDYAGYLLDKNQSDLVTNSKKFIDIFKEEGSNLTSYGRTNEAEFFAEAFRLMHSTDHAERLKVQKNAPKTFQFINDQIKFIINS
# BoNT-A LC inh2: BoNT/A light chain protease inhibitors, primary screen, biochemical, flow cytometry, MLPCN library. Botulinum neurotoxin type A light chain protease (Clostridium botulinum A str. ATCC 3502). multiplex microsphere protease substrate cleavage. inhibition, % at 10 µM. 0.17% of 360,000 active; note: plate controls were buffer without enzyme for full effect and enzyme alone for no effect
# SARS 3CLpro inh: SARS-CoV 3CLpro protease inhibitors, primary screen, biochemical, quenched FRET. recombinant SARS-CoV 3CLpro, quenched FRET peptide cleavage. inhibition, % at 6 µM. 0.14% of 290,000 active. AID 1706, 2009; in the data active = inhibition above about 12%
# Y pestis TopoI: Yersinia pestis topoisomerase I inhibitors, primary screen, biochemical, cleavage product accumulation, plate reader, single point | activity, % at 10 µM | 0.064% of 360,000 active | Y. pestis Topo-I cleavage product accumulation | DNA topoisomerase I (Yersinia pestis CO92); in the data active = activity above about 50%, passing the limit was not always enough; inconclusive = no clear call, values can overlap the other calls; note: inactives centre near 2
# CCHF vOTU inh: CCHFV vOTU protease inhibitors, primary screen, biochemical, Pep-AMC substrate, fluorescence; Crimean-Congo hemorrhagic fever virus L polyprotein viral ovarian tumor (vOTU) protease …; inhibition, % at 11.5 µM; 0.55% of 370,000 active; in the data active = inhibition above about 30%; note: 0% = vehicle wells with enzyme and 100% = no enzyme wells
# Vc quorum ag: inducers of Vibrio cholerae quorum light production without autoinducers, primary screen, BH1578 luxS cqsA deficient, single point; V. cholerae BH1578 lux reporter, luminescence, 6 h; activation, % at 18.7 µM; 0.16% of 350,000 active; AID 588436, 2011; in the data active = activation mostly above about 9.7%, no sharp cut-off; inconclusive = no clear call, values can overlap the other calls; inactive = mostly below about 3.7%; note: not every result past the cut was called active; inactives centre near 0; reference of the scale not given here
# PfHsp40 rescue: rescue of yeast from PfHsp40 toxicity, primary screen, S. cerevisiae, ATP luminescence | S. cerevisiae expressing PfHsp40, growth rescue | AID 504582, 2011 | growth rescue, % at 12.5 µM | 0.68% of 340,000 active; in the data active = growth rescue above about 28%, passing the limit was not always enough; inconclusive = no clear call, values can overlap the other calls;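 note: yeast W303a lacking pdr1 and pdr3 grown in galactose medium; growth measured after three days at 30 °C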
# SSB-PriA inh: inhibitors of Klebsiella pneumoniae PriA binding to SSB C-terminal tail, primary screen, biochemical, AlphaScreen | AlphaScreen SSBct-PriA binding, biotinylated peptide | 0.6% of 430,000 active | inhibition, % at 33 µM; in the data active = inhibition mostly above about 37%, no sharp cut-off; inactive = mostly below about 20%;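 note: plate controls were negative control peptide for no effect and reference peptide for full effect; strong numbers were not always called active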
# TcdB GH inh: TcdB glycohydrolase inhibitors, primary screen, biochemical, single point, plate reader; TcdB glycohydrolase enzymatic assay; inhibition, % at 9.99 µM; 0.24% of 350,000 active; in the data active = inhibition above about 10%
# DUSP3 inh: VHR1 phosphatase inhibitors, primary screen, biochemical, absorbance, uHTS | Dual specificity protein phosphatase 3 (Homo sapiens), P51452 | recombinant VHR phosphatase, pNPP absorbance | inhibition, % at 13.3 µM | 0.52% of 290,000 active; in the data active = inhibition above about 50%; note: some compounds called inactive have numbers as strong as hits
# Target sequence (P51452 whole entry, looked up): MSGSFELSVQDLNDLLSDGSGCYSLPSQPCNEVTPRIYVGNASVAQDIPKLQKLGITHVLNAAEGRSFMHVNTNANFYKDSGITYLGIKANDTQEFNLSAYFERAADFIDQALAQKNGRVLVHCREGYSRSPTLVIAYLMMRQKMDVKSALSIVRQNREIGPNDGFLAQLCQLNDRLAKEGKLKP
# Numbers without * were called inactive; i = inactive; ? = inconclusive; · = no result given. Cut-off read from the data, not from the text of the source, unless noted: active = inhibition above about 30%; inconclusive = no clear call, values can overlap the other calls; inactive = below that. Only part of the results is shown (hit frequency here may not be typical).
SMILES,Anthrax LF inh2,BoNT-A LC inh2,SARS 3CLpro inh,Y pestis TopoI,CCHF vOTU inh,Vc quorum ag,PfHsp40 rescue,SSB-PriA inh,TcdB GH inh,DUSP3 inh
CCCN(CCC)CC(O)CN1C(=O)NC(C)(C)C1=O (configuration not stated),-0.1,-1.9,5.5,3.8,-7.4,-0.5,-0.2,-9.5,0.1,3.4
COc1ccc(N2CCN(C(=O)COCc3cc(-c4ccc5c(c4)OCO5)on3)CC2)cc1,-4.6,-0.6,1.6,13.1,5.9,-0.6,0.5,1.9,2.3,-3.6
CC(=O)NCCNC(=O)C1(C)Cc2c(-c3ccc(C(N)=O)cc3)ccnc2O1 (configuration not stated),0.9,-0.5,·,7.9,-10.8,i,·,·,-0.3,·
CCOC(=O)c1c2n(c3ccc(O)cc13)CCC2,-2.5,0.0,5.7,1.0,5.2,i,0.0,-5.3,·,4.2
COC(=O)CNC(=O)c1ccc2c(c1)S(=O)(=O)c1ccccc1C2=O,0.9,0.0,-1.4,-1.9,7.8,-1.0,-1.1,-5.9,·,13.6
COc1ccc(O)c(/C=N/n2c(-c3ccco3)csc2=Nc2cccnc2)c1,-1.3,0.5,3.4,18.3,9.5,0.2,-0.1,·,·,-1.6
N#CC(C#N)=NNc1ccc2cn[nH]c2c1,-3.6,0.2,·,·,28.7,·,·,·,1.6,·
COc1ccc(CCNC(=O)Cc2ccc(NC3=NC4CS(=O)(=O)CC4S3)cc2)c(OC)c1 (configuration not stated),-9.6,-0.1,-2.4,3.6,-1.2,i,0.3,-3.3,-0.4,21.2
CCC(=O)c1ccc(OCC(=O)NNC(=O)c2cc(C)oc2C)cc1,1.1,-1.0,·,0.2,-13.7,i,-1.2,2.8,3.7,·
C=C1CCC[C@]2(C)C[C@H]3OC(=O)C(CN[C@@H](C)c4ccccc4)[C@H]3CC12 (some centres not stated),-9.6,0.7,-2.6,26.4,3.2,-0.8,-0.9,-8.9,0.4,-16.5
COCO/C=C(\NC(C)=O)c1ccccc1,-9.7,0.2,·,-9.3,15.8,i,-0.6,7.5,-13.3,·
O=C(N/N=C/c1cc2c(cc1Br)OCO2)c1c[nH]c2ccccc12,0.0,0.2,-3.4,-9.7,-1.4,4.2,0.4,·,·,12.9
CC(=O)Nc1ccc2c(c1)nc(CCN1CCC(C)CC1)n2C,-9.4,5.7,2.9,9.8,-2.3,-0.3,-1.5,-1.6,·,2.3
O=c1[nH]c(=S)n(C2CCCCC2)c(O)c1/C=N/N1CCOCC1,-3.0,?,1.5,-1.8,-1.3,i,0.4,·,-2.5,19.4
Cc1ccc(CSCC(=O)Nc2ccccc2C(=O)O)cc1,-2.3,-0.8,-1.0,-4.3,-5.4,2.1,0.0,-13.2,0.6,-11.8
N#CCc1ccc(NS(=O)(=O)c2ccc(C3CCCCC3)cc2)cc1,-3.0,0.1,0.8,22.9,0.5,-0.3,-0.3,-3.2,0.2,-7.5
Cn1c(=O)c2[nH]c(-c3ccccc3Cl)c(O)c2n(C)c1=O,1.5,-0.5,4.0,-4.2,-15.2,0.3,-0.2,-2.6,-0.8,-7.4
c1ccc2[nH]c(CN3CCN(c4ncnc5c4oc4ccccc45)CC3)nc2c1,-2.2,-0.4,0.7,22.0,-3.6,i,0.4,1.7,·,29.0
CC(C(=O)N1CCc2ccccc21)N1CCN(S(=O)(=O)c2ccc(C(F)(F)F)cc2)CC1 (configuration not stated),-2.3,1.5,·,1.6,22.1,4.2,3.6,-2.2,1.1,·
NC(=O)C1CC(=O)N(c2ccc(OCc3ccc(Cl)cc3)cc2)C1 (configuration not stated),-0.5,-1.9,3.0,0.2,3.0,-0.2,-1.2,1.6,0.8,-2.8
CC(C)COc1ccc(C(=O)Nc2ccc([N+](=O)[O-])cc2)cc1,6.8,0.6,8.2,-2.3,·,i,-1.2,-6.9,·,-3.2
CCCOc1ccc(/C=C/C(=O)NC2CCCCC2)cc1OC,-6.4,0.3,-6.0,6.2,6.3,0.9,0.2,-12.1,-1.4,-28.4
Cc1cc(C)cc(C(=O)N(c2ccccn2)C(C)c2ccco2)c1 (configuration not stated),-4.8,-0.6,4.5,8.3,7.2,-0.3,-1.0,-0.1,·,10.8
O=C(Nc1cccc2ncccc12)c1ccc(OCc2ccccc2)cc1,-1.5,0.2,-2.9,23.8,7.2,-0.7,0.4,-6.1,0.7,9.6
CC1CN(CC(=O)Nc2nc3ccccc3s2)CC(C)O1 (configuration not stated),4.8,-2.5,-5.8,3.3,3.1,0.4,-1.6,2.4,2.1,1.0

# A draw from above in order of formula weight, largest number first.
SMILES,Anthrax LF inh2,BoNT-A LC inh2,SARS 3CLpro inh,Y pestis TopoI,CCHF vOTU inh,Vc quorum ag,PfHsp40 rescue,SSB-PriA inh,TcdB GH inh,DUSP3 inh
COc1ccc(CCNC(=O)Cc2ccc(NC3=NC4CS(=O)(=O)CC4S3)cc2)c(OC)c1 (configuration not stated),-9.6,-0.1,-2.4,3.6,-1.2,i,0.3,-3.3,-0.4,21.2
Cc1cc(C)cc(C(=O)N(c2ccccn2)C(C)c2ccco2)c1 (configuration not stated),-4.8,-0.6,4.5,8.3,7.2,-0.3,-1.0,-0.1,·,10.8
CC1CN(CC(=O)Nc2nc3ccccc3s2)CC(C)O1 (configuration not stated),4.8,-2.5,-5.8,3.3,3.1,0.4,-1.6,2.4,2.1,1.0

# The list goes on.
SMILES,Anthrax LF inh2,BoNT-A LC inh2,SARS 3CLpro inh,Y pestis TopoI,CCHF vOTU inh,Vc quorum ag,PfHsp40 rescue,SSB-PriA inh,TcdB GH inh,DUSP3 inh
CCNC(=O)C1CCCN(Cc2ccc(C)c3ccccc23)CC1 (configuration not stated),-0.3,-0.2,·,12.6,·,i,·,·,·,·
CC(CCc1ccco1)NC(=O)Nc1cccc(F)c1 (configuration not stated),-3.6,0.6,-2.3,-9.8,-13.3,-0.4,0.7,-7.7,·,11.3
CC(=O)c1cccc2c1OC(C)C(=O)N2Cc1ccc(Cl)cc1 (configuration not stated),0.8,0.9,·,18.3,-3.8,i,·,·,1.6,·
CCN(CC)S(=O)(=O)c1ccc(C(=O)NC(=S)N(CCO)Cc2ccccc2)cc1,-5.8,-3.7,1.5,11.6,6.8,-0.8,-0.5,-8.4,1.4,·
COC(=O)COc1ccc(Cl)cc1C1Nc2ccccc2C(=O)N1c1ccc(OC)cc1 (configuration not stated),0.3,-0.1,-1.5,6.2,-26.9,-0.7,-0.7,-13.0,0.5,20.0
O=C(O)c1cn(Cc2ccccc2Cl)c2ccc(S(=O)(=O)N3CCOCC3)cc2c1=O,-3.5,-0.6,-1.8,11.2,-5.3,-0.2,0.2,-7.8,1.4,20.4
CCCCNc1nc2c(c(=O)n(C)c(=O)n2C)n1CCC,-0.9,-0.2,·,-4.2,-1.2,-0.1,-0.8,-11.5,0.7,2.7
CCc1ccccc1NC(=O)c1ccc(Cn2cc([N+](=O)[O-])cn2)cc1,-3.1,0.9,3.6,2.1,-10.1,i,0.7,3.3,·,-11.3
CCN(CCO)C(=O)CC1C(=O)NCCN1Cc1c(F)cccc1Cl (configuration not stated),-0.6,0.9,-3.4,22.9,-4.3,i,-1.4,1.6,0.9,9.1
O=C(C(=O)N1CCCCC1)c1cn(CC(=O)N2CCCCCC2)c2ccccc12,17.0,13.9,1.8,5.3,12.6,0.1,-0.4,2.2,-1.1,25.7
C=CCNC(=O)c1c(Cl)cccc1Cl,-1.1,0.1,1.8,-8.9,-11.9,·,0.3,-1.7,1.3,20.4
Cc1cc(OCC(=O)NC2CC(C)(C)NC(C)(C)C2)c2c(C)cc(=O)oc2c1,-0.9,-0.3,-3.2,-6.6,-30.8,-0.3,-1.2,-4.5,1.2,55.6*
COC(=O)CC1C(=O)NCCN1C(=O)c1ccc2oc(C(C)C)nc2c1 (configuration not stated),-1.3,-1.9,1.0,-2.0,-7.4,0.9,-0.4,3.1,0.2,-20.1
COc1c(C)cc(C(=O)C2CCCN(C(=O)c3csc(C)n3)C2)cc1C (configuration not stated),0.2,-0.9,-5.4,-1.6,-8.1,-0.4,-0.4,1.7,0.8,9.1
O=C(OCc1nnc(-c2cccs2)o1)c1cccnc1Cl,-4.5,-1.0,·,-1.0,6.3,i,1.2,-2.8,1.7,·
Cn1c(CC(=O)Nc2cccc(Cl)c2Cl)nnc1SCC(=O)NC1=NCCS1,8.5,-1.0,-1.4,6.7,9.7,-0.4,-0.5,-15.0,0.3,-2.9
CC1CCC(NC(=O)Cn2c3c(c(-c4ccccc4Cl)cc2=O)CCC3)CC1 (configuration not stated),-5.2,2.7,-4.5,-4.2,8.7,-2.5,-0.8,-7.0,0.0,-1.9
CCOC(=O)CC(Nc1nc(N2CCOCC2)nc(N2CCOCC2)n1)c1ccccc1Cl (configuration not stated),-0.8,0.6,-2.5,37.4,1.1,i,3.2,-3.6,·,22.8
CCc1nc2c(OCCOc3ccccc3)cccn2c1N(C)C(=O)c1ccc(OC)cc1,-3.8,0.4,·,22.5,4.3,-0.8,·,·,0.9,·
CCCCn1c(N)c(N(CC(C)C)C(=O)c2oc3ccc(OCC)cc3c2C)c(=O)[nH]c1=O,-2.9,-1.4,-4.7,-7.3,22.6,-0.1,0.0,-17.0,-0.6,12.5

# Not a retest: an excerpt of the list.
SMILES,Anthrax LF inh2,BoNT-A LC inh2,SARS 3CLpro inh,Y pestis TopoI,CCHF vOTU inh,Vc quorum ag,PfHsp40 rescue,SSB-PriA inh,TcdB GH inh,DUSP3 inh
CCNC(=O)C1CCCN(Cc2ccc(C)c3ccccc23)CC1 (configuration not stated),-0.3,-0.2,·,12.6,·,i,·,·,·,·
CC(CCc1ccco1)NC(=O)Nc1cccc(F)c1 (configuration not stated),-3.6,0.6,-2.3,-9.8,-13.3,-0.4,0.7,-7.7,·,11.3
CC(=O)c1cccc2c1OC(C)C(=O)N2Cc1ccc(Cl)cc1 (configuration not stated),0.8,0.9,·,18.3,-3.8,i,·,·,1.6,·
CCN(CC)S(=O)(=O)c1ccc(C(=O)NC(=S)N(CCO)Cc2ccccc2)cc1,-5.8,-3.7,1.5,11.6,6.8,-0.8,-0.5,-8.4,1.4,·
COC(=O)COc1ccc(Cl)cc1C1Nc2ccccc2C(=O)N1c1ccc(OC)cc1 (configuration not stated),0.3,-0.1,-1.5,6.2,-26.9,-0.7,-0.7,-13.0,0.5,20.0
O=C(O)c1cn(Cc2ccccc2Cl)c2ccc(S(=O)(=O)N3CCOCC3)cc2c1=O,-3.5,-0.6,-1.8,11.2,-5.3,-0.2,0.2,-7.8,1.4,20.4

# Screening results: PubChem, several laboratories
